AmpC no deterg: blocks E. coli AmpC beta-lactamase in detergent-free assay; P00811; AmpC nitrocefin hydrolysis, absorbance 480 nm, 0.0001% Triton; Potency, µM (highest dose often 57.1 µM), inactives show top-dose activity change, negative = inhibition, usual class: inhibitors; hit rate 0.52% among 330,000; AID 485341;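 further: potency means the concentration at half of the fitted maximal effect; plate controls were no compound for no effect and no enzyme for full effect; nearly all actives have a fitted effect of over 20% in size; some results filed as inactive show a strong effect at the top dose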
Target sequence (P00811 whole entry, looked up): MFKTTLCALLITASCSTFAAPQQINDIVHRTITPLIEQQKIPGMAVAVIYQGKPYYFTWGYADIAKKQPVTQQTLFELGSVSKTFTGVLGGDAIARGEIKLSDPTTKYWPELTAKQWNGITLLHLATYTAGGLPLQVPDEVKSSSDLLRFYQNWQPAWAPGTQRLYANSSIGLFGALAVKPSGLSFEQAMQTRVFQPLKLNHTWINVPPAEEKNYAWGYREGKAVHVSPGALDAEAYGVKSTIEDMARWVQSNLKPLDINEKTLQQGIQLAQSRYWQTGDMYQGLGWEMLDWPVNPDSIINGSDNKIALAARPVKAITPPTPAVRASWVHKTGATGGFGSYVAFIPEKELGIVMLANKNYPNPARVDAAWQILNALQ
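AmpC (5.3 nM in the dispensed reagent) in 20 mM phosphate pH 7.0 with 0.01% (detergent screen) or 0.0001% Triton X-100 was preincubated with compounds for 15 min at room temperature. Nitrocefin was then added from an 800 uM solution, and hydrolysis was followed at 480 nm.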
Shiga inhibitor: blocks Shiga toxin action in Vero cells; Vero cells, Shiga toxin protein synthesis inhibition reporter; AID 2315; hit rate 9.2% among 290,000; inhibition, % at 38.7 µM; in the data active means inhibition mostly above about 28%, no sharp cut-off; inactive means mostly below about 43%; further: 0% is about no effect
CHX counter: affects cycloheximide protein synthesis inhibition readout, counter-screen. cell reporter, cycloheximide protein synthesis inhibition counterscreen. max response, %. hit rate 12% among 300,000. AID 2314; in the data active means max response mostly above about 13%, no sharp cut-off; inactive means mostly below about 14%; further: read at 38.3 µM for the half of the compounds with a filed dose; 0% is about no effect
AMA1 RON2 block: inhibitors of Plasmodium falciparum AMA1-RON2 interaction; AlphaScreen AMA1-biotinylated RON2 peptide binding; Potency, µM (highest dose often 58.2 µM), for the others: top-dose activity change, negative = inhibition, most hits filed as inhibitors; hit rate 0.2% among 360,000; AID 720542;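 further: potency means the concentration at half of the fitted maximal effect; 0% = vehicle wells and -100% = peptide control; nearly all actives have a fitted effect of over 45% in size; some results filed as inactive show a strong effect at the top dose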
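AMA1 (3D7) with his tag at 25 nM final met compounds first, then biotinylated RON2 peptide at 25 nM; detection used donor plus acceptor beads, 10 µg/mL apiece, read by AlphaScreen after 30 min at room temperature.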
FBPA Giardia inh: Giardia lamblia aldolase inhibition; A8B2U2; purified Giardia FBPA; Potency, µM (highest dose often 59.6 µM), inactives show top-dose activity, negative = inhibition, actives largely listed as inhibitors; hit rate 0.71% among 290,000; further: potency means the concentration at half of the fitted maximal effect; on the % scale 0 is the no-effect control and ±100 the full control effect; nearly all actives have a fitted effect of over 55% in size
Target sequence (A8B2U2 whole entry, looked up): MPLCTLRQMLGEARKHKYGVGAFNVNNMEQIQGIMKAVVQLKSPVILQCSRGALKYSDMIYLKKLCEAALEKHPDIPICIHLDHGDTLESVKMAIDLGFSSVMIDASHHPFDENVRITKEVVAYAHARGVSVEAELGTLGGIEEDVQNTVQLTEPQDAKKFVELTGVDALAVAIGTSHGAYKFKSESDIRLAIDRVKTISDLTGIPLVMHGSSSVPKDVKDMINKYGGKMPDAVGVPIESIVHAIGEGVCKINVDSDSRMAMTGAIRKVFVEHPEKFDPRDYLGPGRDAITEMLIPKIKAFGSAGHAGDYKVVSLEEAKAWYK
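40 nM FBPA preincubated 10 min at RT with compound (up to 57.5 uM final), then substrate plus GAPDH/TPI/NAD/arsenate coupling and diaphorase/resazurin added. Fluorescence read after 20 min at RT, 525/598 nm.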
HCMV inh: human cytomegalovirus inhibition. activity change, negative = inhibition, % at 57.5 µM. AID 1259415. hit rate 4.5% among 410,000. HFF cells, HCMV-luciferase reporter, 72 h; hits give low values; in the data active means activity change below about -60%; inconclusive means no clear call, values can overlap the other calls; inactive means above about -39%; further: on the % scale 0 is the no-effect control and ±100 the full control effect
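Inhibition of viral replication was scored as loss of reporter luminescence in HFFs infected with HCMV-luciferase (MOI 1 PFU/cell) for 72 h; compounds tested at 2 doses, normalized to buffer and Salinomycin controls.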
AmpC inh detg: inhibitors of E. coli AmpC beta-lactamase with detergent. P00811. AmpC hydrolysis of nitrocefin, absorbance 480 nm, 0.01% Triton. Potency, µM (series often up to 114 µM), for the others: at the top dose activity change, negative = inhibition, hits mostly inhibitors. hit rate 0.041% among 370,000;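 further: potency means the concentration at half of the fitted maximal effect; 0% = no-compound wells and -100% = no-enzyme wells; nearly all actives have a fitted effect of over 25% in size; some results filed as inactive show a strong effect at the top dose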
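20 mM phosphate pH 7.0 + 0.01% (detergent screen) or 0.0001% Triton X-100; 5.3 nM AmpC reagent; cpd preinc 15 min RT; nitrocefin (800 uM stock) to start; A480 q20 s × 4 min; Activity was normalised to no-enzyme and no-compound control wells.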
The depositor's hits bear a star; ? = inconclusive; / = not tested or not shown; & = joins results of further samples; [ ] = remark or other dose. Unless noted, the call rests on the fitted dose curve; in most records, active means well fitted curve in the direction sought with a large enough effect; inconclusive means small, poorly fitted or top-dose-only effect, or another doubt; inactive means no such curve, though single readings can be large; an effect the other way counts as inactive or inconclusive.

SMILES	AmpC no deterg	Shiga inhibitor	CHX counter	AMA1 RON2 block	FBPA Giardia inh	HCMV inh	AmpC inh detg
O=C(c1ccccc1NS(=O)(=O)c1cccc([N+](=O)[O-])c1)N1CCOCC1	-21%	-14	1	?	4%	28	1%
O=[N+]([O-])c1ccc(C(O)CSC(=S)N2CCCCC2)cc1 (stereo not given)	-24%	83*	46*	-6%	2%	-27	-6%
COc1cccc(C(=O)Nc2ccc(C(=O)c3ccncc3)cc2)c1	-28%	4	17*	3%	/	?	3%
Cc1ccc(N2CC(C(=O)Nc3nnc(SCC(=O)Nc4cc(C)on4)s3)CC2=O)cc1 (stereo not given)	-22%	-2	1	13%	8%	41	?
COc1ccc(N(C(=O)CNC(=O)c2ccco2)C(C(=O)NCC2CCCO2)c2ccccc2)cc1Cl (stereo not given)	74%[activator]	16	-3	2%	-7%	0	-6%
Cc1cc(C(=O)N/N=C/c2c3ccccc3cc3ccccc23)n[nH]1	-37%	21	10	11%	-2%	-28	4%
COc1ccccc1/C=C/C=N/N1CCN(Cc2ccc(Cl)cc2)CC1	145%[activator]	21	-6	?	-20%	-28	0%
CCCCc1c(O)nc(SCC(=O)O)[nH]c1=O	-11%	-5	-3	-10%	0%	-28	1%
COc1ccc(N(C(=O)c2snc(C(N)=O)c2N)C(C(=O)NC2CCCCC2)c2ccc(C)o2)c(OC)c1 (stereo not given)	34%	-9	5	-8%	-12%	?	10%
CC(=O)c1cn(CCCCCCCn2cc(C(C)=O)c(=O)[nH]c2=O)c(=O)[nH]c1=O	-2%	-17	-5	23%	-1%	11	-11%
NC(=O)C1CCN(C(=O)Nc2csc3ccccc23)CC1	-7%	-6	1	-7%	-14%	109	-2%
CCOC(=O)c1ccc(S(=O)(=O)N2CCC(N3CCCCC3)CC2)cc1	-4%	0	-2	5%	-13%	-11	0%
CCOC(=O)CSc1nnc(Cc2ccccc2)n1CC1CCCO1 (stereo not given)	-13%	-7	-4	6%	-3%	3	-13%
Cc1nc(CCNC(=O)Cc2ccccc2)cs1	-9%	23	0	9%	-3%	-29	?
COc1cc2c(cc1OC)C(c1ccc(N(C)C)cc1)CC(=O)N2 (stereo not given)	-29%	-9	3	-5%	-29%	50	-11%
Cc1cc(-c2ccco2)n(-c2ccccc2)n1	-15%	-11	1	-8%	?	51	?
CCCCSc1nnc(-c2ccc(C)cc2)c2ccccc12	-37%	-9	-4	?	6%	-6	?
COc1ccc(Cc2nc3ccc(C(=O)NCC(C)(C)OC)cc3o2)cc1	13%	96*	34*	-2%	-5%	32	-14%
CN(CC(=O)Nc1ccccc1C(F)(F)F)C(=O)COc1ccccc1Cc1ccccc1	48%	/	/	-3%	/	-20	-6%
O=C(NCC(=O)N1CCCCCCC1)c1ccc(Br)o1	-19%	/	/	62%[activator]	/	-4	0%
Cc1ccc(NC2=NCC(Cc3ccc(Br)cc3)S2)cc1 (stereo not given)	-3%	26	6	?	1%	5	6%
CCOC(=O)N1CCC(Nc2ccc(N3C(=O)C4CCCCC4C3=O)cc2[N+](=O)[O-])CC1 (stereo not given)	98%[activator]	1	14	-1%	1%	-34	4%
Cn1nnnc1SCCNCc1ccccc1F	-2%	-18	-2	13%	-6%	-20	-9%
O=C(CCc1nnc(Cc2c[nH]c3ccccc23)o1)NC(C1CC1)C1CC1	8%	-19	10	0%	-4%	-21	-3%
COc1ccc(C(=O)NCCNc2ccc([N+](=O)[O-])cn2)cc1	-17%	-4	5	0%	-3%	-6	-1%

In another format: results already given.
Compound | AmpC no deterg | Shiga inhibitor | CHX counter | AMA1 RON2 block | FBPA Giardia inh | HCMV inh | AmpC inh detg
COc1ccc(C(=O)NCCNc2ccc([N+](=O)[O-])cn2)cc1 | -17% | -4 | 5 | 0% | -3% | -6 | -1%
Cc1ccc(NC2=NCC(Cc3ccc(Br)cc3)S2)cc1 (stereo not given) | -3% | 26 | 6 | ? | 1% | 5 | 6%
COc1cccc(C(=O)Nc2ccc(C(=O)c3ccncc3)cc2)c1 | -28% | 4 | 17* | 3% | / | ? | 3%
CCOC(=O)CSc1nnc(Cc2ccccc2)n1CC1CCCO1 (stereo not given) | -13% | -7 | -4 | 6% | -3% | 3 | -13%
CN(CC(=O)Nc1ccccc1C(F)(F)F)C(=O)COc1ccccc1Cc1ccccc1 | 48% | / | / | -3% | / | -20 | -6%
Cc1cc(-c2ccco2)n(-c2ccccc2)n1 | -15% | -11 | 1 | -8% | ? | 51 | ?
COc1ccc(N(C(=O)CNC(=O)c2ccco2)C(C(=O)NCC2CCCO2)c2ccccc2)cc1Cl (stereo not given) | 74%[activator] | 16 | -3 | 2% | -7% | 0 | -6%

The listing continues:
SMILES	AmpC no deterg	Shiga inhibitor	CHX counter	AMA1 RON2 block	FBPA Giardia inh	HCMV inh	AmpC inh detg
COc1ccc(-c2cc(C(=O)n3cnc4ccccc43)c3ccccc3n2)cc1	-42%	7	16	9%	-9%	70	-4%
COc1nc(N(C)C)nc(N(C#N)S(=O)(=O)c2ccc(C)cc2)n1	-12%	-6	-3	14%	?	12	?
O=C(CN1CCN(CC(=O)c2ccc(F)cc2)CC1)Nc1ccccc1Cl	39%	-11	2	11%	-8%	-27	-4%
COc1ccc(-c2cc(-c3nnc(COC(=O)CC4CC5CCC4C5)o3)c3ccccc3n2)cc1OC (stereo not given)	-11%	-7	-3	157%[activator]	-9%	-24	-5%
Cc1cnc(C(=O)OCC(=O)Nc2cccc(S(=O)(=O)N3CCCCC3)c2)cn1	-6%	-15	-3	-23%	1%	3	-8%
CCC1(C)Cc2ccccc2C(=S)N1 (stereo not given)	-2%	18	-2	10%	-11%	-27	3%
Cc1ccc(S(=O)(=O)N2CCC(=O)N(C(COCc3cccc(C(F)(F)F)c3)C(C)C)CC2)cc1 (stereo not given)	233%[activator]	9	-3	-2%	-11%	/	?
CCOCCCNC(=O)C(NC(=O)CNC(=O)c1ccccc1)c1ccccc1 (stereo not given)	-9%	2	-2	4%	3%	59	?
CCN(CC)S(=O)(=O)c1cc(OC)ccc1N=Nc1ccc(O)c2ncccc12	-31%	9	-6	-78%	?	-97*	1%
O=C(Cn1cnc2ccccc2c1=O)N1CCc2ccccc2C1	-6%[11.4 µM]	-3	17*	9%	10%	16	-4%
CC(=O)NCCc1nc2ccccc2n1CCCCOc1ccccc1	179%[activator]	3	-4	-2%	-2%	29	8%
Cc1ccc(CN2C(=O)C(C)Oc3ccccc32)cc1 (stereo not given)	-13%	4	2	29%	7%	?	4%
Cc1ccc(N(CC(=O)N2CCOCC2)S(C)(=O)=O)cc1	-10%	4	14	-1%	0%	-1	1%
O=C(OCC(=O)N1CCCCC1)c1cc(S(=O)(=O)N2CCOCC2)c(Cl)cc1Cl	32%	/	/	14%	/	35	/
O=C(C(NS(=O)(=O)c1cccs1)c1ccccc1)N1CCN(c2ccccc2)CC1 (stereo not given)	-25%	12	-2	-4%	0%	98	-3%
COC(=O)[C@]1(Cc2ccccc2)N[C@H](c2ccc(-c3cc(C(C)=O)cs3)cc2)[C@@H]2C(=O)N(C)C(=O)[C@@H]21	47%	/	/	6%	/	18	?
Cc1ccc2nc(C)cc(C(=O)NC3CCCCCC3)c2c1	-4%	/	/	9%	/	6	/
COc1ccc(S(=O)(=O)Cc2ccc(C(=O)NCc3cccs3)o2)cc1	-14%	-8	-2	-9%	0%	-4	?
O=C(NCCCN1CCCC1=O)c1cccc(NS(=O)(=O)c2ccccc2)c1	-1%	/	/	-6%	/	-10	?
C=CCSC(=C(C#N)C#N)c1cc2c([nH]1)CCCC2	-34%	3	25*	-27%	-13%	-20	-8%
CCNS(=O)(=O)c1ccc(NC(=O)Nc2cccc(C(F)(F)F)c2)cc1	/	5	-3	-19%	-2%	-32	-6%
COc1ccc(-c2cc(=O)oc3c(C)c(OCC(=O)N[C@@H](Cc4ccc(O)cc4)C(=O)O)ccc23)cc1	-28%	-2	-2	-7%	21%	?	?
Cc1ccc(C(=O)Oc2ccc(Br)cc2C(=S)N2CCOCC2)cc1	-23%	-6	-3	?	5%	8	-6%
CCOc1cc(CNC(C)C)c(Cl)cc1OCC(=O)NCCc1ccccc1	5%	-16	-4	-3%	0%	-19	3%
O=C(NCC(=O)N(c1cccnc1)C(C(=O)NCc1ccco1)c1ccccc1)c1ccco1 (stereo not given)	-5%	-9	7	0%	-1%	8	-13%

Going on with the list.
SMILES	AmpC no deterg	Shiga inhibitor	CHX counter	AMA1 RON2 block	FBPA Giardia inh	HCMV inh	AmpC inh detg
Cc1cc(C)c(C(=O)CSc2nnc(N)s2)cc1C	-11%	21	26*	-20%	-1%	8	10%
CCOC(=O)CC1(C)OCC(C[N+]2(C)CCCCC2)O1 (stereo not given)	-10%	3	1	1%	6%	?	1%
CCCCOC(=O)Nc1nc2ccc([N+](=O)[O-])cc2s1	-13%	12	10	-1%	3%	-29	1%
COC(=O)[C@@]1(Cc2ccc(OC)cc2)[C@H]2c3cc(C(=O)N4CCCC4)n(CCO)c3C[C@H]2CN1C(=O)c1ccccc1	368%[activator]	-13	-1	-2%	-8%&0%	-13	-13%
O=C(Nc1ccccc1N1CCCC1)c1cc2ccccc2o1	-19%	97*	52*	?	15%	79	?
COC(=O)C1C(=O)C2=C(CC1C)NC(C)=C(C(=O)OCCOc1ccccc1)C2c1ccc(C)o1 (stereo not given)	39%	14	-3	-10%	1%	-4	-3%
COc1ccc(C(=O)NCC(=O)N=Nc2c(O)n(C)c3ccccc23)cc1OC	4%	1	-1	-10%	-1%	-61*	-5%
O=C1CCC(c2ccccc2)(C2CCN(Cc3ccccc3)CC2)C(=O)N1 (stereo not given)	-29%	/	/	0%	/	-38	?
COc1cccc(C(=O)N2CCN(C(=O)c3ccc(-c4ccccc4)cc3)CC2)c1OC	229%[activator]	-5	-3	-5%	0%	22	2%
CCCCN(CCCC)S(=O)(=O)c1ccc2[nH]c(=O)[nH]c2c1	-12%	-9	-3	-8%	4%	2	-4%
Cc1ccccc1C(=O)N1CCCC(CCC(=O)N2CCN(c3ccccn3)CC2)C1 (stereo not given)	57%	-9	2	1%	-5%	?	-16%
NC(=O)COc1ccc(=O)n(-c2ccccc2)n1	-22%	39	13	4%	2%	9	0%
COC(=O)C1=C(CN2CCSCC2)NC(=O)NC1c1cc(C)ccc1C (stereo not given)	-7%	-6	-3	4%	-2%	-9	0%
C=CCn1c(=O)c(CCC(=O)Nc2ccc(N3CCOCC3)cc2)nc2cc(C(F)(F)F)ccc21	128%[activator]	-11	8	21%	/	-5	0%
CC1=[N+](CC(=O)NC(C)(C)C)CCc2ccccc21	-20%	-5	-2	21%	0%	-16	-13%
CCc1ccc(CNC(=O)C2CCCN(c3nn4c(=O)cc(C)nc4s3)C2)cc1 (stereo not given)	33%	-6	-4	12%	-11%	4	?
CCOC(=O)Nc1nnc(-c2ccc(OC)c(OC)c2)s1	-7%	5	-2	4%	2%	-19	?
Cc1cc(C(F)(F)F)c2c(=O)[nH]c(=O)n(Cc3ccccc3)c2n1	-20%	-12	-6	8%	-10%	-32	-13%
CC(C)(C)c1ccc(C(=O)NC(=S)Nn2cnnc2)cc1	-19%	120*	19*	66%[activator]	?	9	-2%

High-throughput results (PubChem)
